Source: PubChem BioAssay (several laboratories)
Myeloid diff 2: compounds promoting myeloid differentiation | ER-HoxA9 myeloid progenitors, lysozyme-GFP differentiation, flow cytometry | calls only at 10 µM | actives 1% (n = 360,000) | AID 624256;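 active means normalized GFP-positive differentiation at or above the plate's own cutoff, the solvent-only control mean plus 3 SD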;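 further: cells exposed to compound for four days before flow analysis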
HIV fusion peptide: cell-free HIV fusion peptide-binding blockers – biochemical, uHTS, fluorescence dequenching, primary screen (AID 1986) | cell-free peptide binding, fluorescence dequenching, 30 min; higher % means a stronger effect | inhibition, % at 20 µM, or IC50 in µM where a hit was titrated | actives 0.3% (n = 290,000); in the data active means inhibition mostly above about 52%, no sharp cut-off; inactive means mostly below about 76%; further: some results filed as inactive read as strong as hits
NTR1 ag: NTR1-driven beta-arrestin-GFP spot formation – imaging, U2OS cells, high content, primary screen (AID 493036). actives 0.17% (n = 330,000). P30989. agonist mode. activation, % at 20 µM;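 active means activation at or above 40% of the spot to cytoplasm intensity ratio, with at least 20 cells analyzed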;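 further: 0% = DMSO without peptide and 100% = 100 nM NTR1 peptide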
Target sequence (P30989 whole entry, looked up): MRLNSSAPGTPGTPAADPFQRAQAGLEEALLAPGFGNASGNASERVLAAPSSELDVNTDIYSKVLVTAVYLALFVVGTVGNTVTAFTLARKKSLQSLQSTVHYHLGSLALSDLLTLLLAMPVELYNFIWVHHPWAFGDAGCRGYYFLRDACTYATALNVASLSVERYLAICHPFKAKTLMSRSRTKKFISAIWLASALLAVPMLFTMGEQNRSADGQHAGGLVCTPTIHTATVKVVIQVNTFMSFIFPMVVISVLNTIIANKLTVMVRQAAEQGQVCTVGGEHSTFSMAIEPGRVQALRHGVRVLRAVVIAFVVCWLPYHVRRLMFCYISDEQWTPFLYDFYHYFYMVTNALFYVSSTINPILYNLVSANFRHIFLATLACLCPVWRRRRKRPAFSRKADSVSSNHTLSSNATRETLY
Siah-1 displacement: blockers of Siah-1 interaction with plectin peptide – biochemical, fluorescence polarization, rhodamine-plectin, uHTS, primary screen (AID 1817) | one-dose displacement, % at 20 µM; IC50 in µM for titrated hits | Siah-1 / rhodamine-plectin peptide fluorescence polarization; higher % means a stronger effect | actives 0.02% (n = 290,000);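 active means displacement of at least 50% at 20 µM, with a fluorescence ratio check between 0.3 and a set limit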;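 further: plate controls were Siah plus tracer with DMSO for no effect and tracer alone without Siah for full effect; strong numbers were not always called active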
Rac1 GTP hydrolysis: MgcRacGAP GTPase-activating activity inhibitors, confirmation, biochemical, ADP Hunter fluorescence; MgcRacGAP-stimulated Rac1 GTP hydrolysis, ADP Hunter fluorescence; higher % means a stronger effect; GST-tagged Rac1 F28L mutant substrate; one-dose inhibition, % at 30 µM; IC50 in µM for titrated hits; actives 0.6% (n = 340,000); AID 624330;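 active means first-screen hits whose inhibition reached a set limit at any dose in the follow-up dose series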;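 further: fluorescence reports GDP produced by GAP-driven GTP hydrolysis; strong numbers were not always called active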
GPR55 LPI antagonism: inhibition of LPI-stimulated GPR55 beta-arrestin translocation – imaging, U2OS, beta-arrestin-GFP, LPI agonist, primary screen (AID 2013); U2OS GPR55 beta-arrestin-GFP translocation imaging, LPI antagonism; higher % means a stronger effect; one-dose inhibition, % at 10 µM; IC50 in µM for titrated hits; actives 0.13% (n = 290,000);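 active means spots per cell inhibited over 60%, with over 100 cells counted and total cytoplasm intensity under 500,000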;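 further: U2OS cells stably carrying GPR55 and arrestin-GFP stimulated by 5 µM LPI near EC80; imaged beta-arrestin-GFP aggregate spots per cell after agonist stimulation; plate controls were LPI-stimulated DMSO wells for no effect and DMSO wells without LPI for full effect; some results filed as inactive read as strong as hits; confirmed hits need IC50 under 10 µM and bright autofluorescent wells are also inconclusive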
GPR35 arrestin U2OS: GPR35 antagonists blocking zaprinast-driven arrestin recruitment, primary screen, imaging, U2OS, beta-arrestin-GFP, zaprinast agonist (AID 2058) | one-dose inhibition, % at 10 µM; IC50 in µM for titrated hits | U2OS GPR35 beta-arrestin-GFP translocation imaging, zaprinast antagonism; higher % means a stronger effect | actives 0.052% (n = 290,000);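 active means inhibition of at least 50% with at least 30 cells and total cytoplasm GFP at most 10,000,000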
PhoP inhibition: inhibitors of PhoP regulon expression, primary screen, Salmonella Typhimurium, GFP reporter (AID 1863) | S. Typhimurium PhoP-regulated promoter GFP reporter, 4 h; higher % means a stronger effect | actives 0.16% (n = 300,000) | inhibition, % at 50 µM, or IC50 in µM where a hit was titrated;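 active means inhibition over 29.93%, a cutoff 3 SD above the screen mean, later confirmed by dose response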;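 further: 0% = low Mg2+ inducing control and 100% = high Mg2+ repressing control; strong numbers were not always called active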
LYP phosphatase: inhibitors of LYP phosphatase, biochemical, fluorescence intensity, uHTS (AID 1779). recombinant LYP phosphatase, fluorescence intensity; higher % means a stronger effect. inhibition, % at 11.5 µM; hits with a dose series show IC50 in µM. actives 0.054% (n = 290,000); in the data active means inhibition above about 50%;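 further: plate controls were vehicle with enzyme for no effect and no enzyme for full effect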
NTR1 ag cell count 20 µM: recorded beside NTR1 ag, whose call it bears; cell count; measured here: cell count, cytotoxicity flag
Myeloid diff 2 GFP+ MAC1+ %: also measured in Myeloid diff 2; calls as there; GFP+ MAC1+ double positive, %; measured here: differentiation confirmed by MAC1 staining
The depositor's hits bear a star; i = inactive; . = no result given; & = joins results of further samples.

SMILES | Myeloid diff 2 | Myeloid diff 2 GFP+ MAC1+ % | HIV fusion peptide | NTR1 ag | NTR1 ag cell count 20 µM | Siah-1 displacement | Rac1 GTP hydrolysis | GPR55 LPI antagonism | GPR35 arrestin U2OS | PhoP inhibition | LYP phosphatase
N/C(=N\OC(=O)c1cc([N+](=O)[O-])ccc1Cl)c1ccccn1 | i | 0.4 | -0.4% | 1.2 | 48 | -1.0% | -1.1% | 11.7% | 2.6% | -14.2% | -7.5%
CCOC(=O)N1CCC(NC(=O)c2cc(C(=O)NCc3ccc(F)cc3)ccc2CO)CC1 | i | 0.2 | -0.3% | 0.7 | 65 | 2.0% | 7.6% | 7.3% | 17.7% | 17.1% | -10.0%
Cc1[nH]nc2c1C(c1ccc(-c3ccc(Cl)cc3)o1)C(C#N)=C(N)O2 (centres undefined) | i | 1.6 | 17.5% | 0.7 | 54 | -1.9% | 7.4% | -8.7% | -10.3% | 22.4% | 4.2%
CC(C)(C)c1cc(NC(=O)COC(=O)c2ccc3c(=O)n4c(nc3c2)CCC4)n(-c2ccccc2)n1 | i | 0.8 | -1.9% | 0.3 | 89 | 0.9% | 4.4% | 10.0% | -0.6% | -10.1% | -4.5%
CCCc1cc(=O)[nH]c(=S)[nH]1 | i | 2.6 | -3.3% | 2.2 | 60 | 1.5% | 2.2% | -3.5% | -12.7% | 3.2% | -7.1%
CCC1CCCCN1CCCNC(=O)C1CC(=O)N(CCc2ccccc2)C1 (centres undefined) | i | 6.5 | 3.3% | -0.1 | 63 | 2.1% | 3.3% | -9.8% | 1.7% | 0.5% | -10.8%
O=C(Cc1ccc(S(=O)(=O)N2CCCC2)s1)N1CCOCC1 | i | 0.2 | -1.9% | 2.6 | 49 | 0.1% | 7.8% | 18.3% | -2.7% | -3.4% | -5.7%
O=C(CSc1ncn(-c2ccccc2)n1)NCc1ccccc1 | i | 0.5 | 1.6% | 1.3 | 63 | 2.3% | 2.1% | 1.6% | -0.6% | 0.1% | 2.7%
COc1ccccc1CO/N=C/NC(=O)c1c(OC)ccnc1Oc1ccc(F)cc1 | i | 1.6 | -2.2% | 0.2 | 55 | 5.8% | 5.3% | 10.4% | 10.8% | 1.4% | 4.7%
O=C(NC(Cc1ccccc1)C(=O)O)c1cccnc1Cl (centres undefined) | i | 0.4 | -0.9% | 0.7 | 78 | 2.0% | 5.8% | 1.0% | 16.5% | -6.3% | -7.4%
O=C(NCc1nnc(SCC(=O)N2CCN(c3ccccc3)CC2)o1)c1ccco1 | i | 0.7 | 0.5% | -1.7 | 61 | 19.3% | 8.9% | 13.3% | 5.0% | -7.0% | -0.2%
Cc1cccc(N2CCN(C(=O)Cc3ccc(-n4c(=O)[nH]c5ccsc5c4=O)cc3)CC2C)c1 (centres undefined) | i | 0.4 | -0.8% | 2.7 | 70 | 0.0% | 7.5% | 8.3% | 8.5% | -7.2% | -1.8%
CC(C)c1ccc(/C=C/C(=O)O)cc1 | i | 0.6 | -1.5% | 2.0 | 66 | 0.4% | 11.5% | -1.4% | 3.2% | -9.9% | 0.0%
Nn1c(SCC(=O)Nc2ccc3c(c2)OCCO3)nnc1-c1ccncc1 | i | 1.1 | 1.3% | 1.0 | 65 | -5.9% | 7.6% | 3.0% | 6.7% | -6.2% | -6.5%
CCOC(=O)c1c(C)nc(C)c(C(=O)OCC)c1-c1ccc(OC)cc1 | i | 4.6 | -1.3%&-0.6% | 0.7 | 65 | -2.7%&-3.2% | 14.1% | 10.0%&-2.8% | -1.7%&2.7% | 19.4%&-1.0% | -2.6%&-2.4%
CC1CCCC(C)N1c1ccc(S(=O)(=O)N2CCOCC2)cc1Cl (centres undefined) | i | 0.8 | -0.2% | 3.6 | 54 | 1.5% | 2.8% | -12.3% | -12.2% | 1.4% | -1.2%
Cc1cc(N2CCCC2=O)ccc1S(=O)(=O)Nc1c(C)nn(C)c1C | i | 0.1 | -1.9% | 1.1 | 23 | 3.5% | -2.5% | 3.6% | 9.4% | -7.8% | -8.0%
CC(C)CNC(=O)c1ccc(COc2ccc(Cl)cc2Cl)o1 | i | 0.8 | -2.2% | 3.2 | 30 | 0.9% | 2.2% | 5.1% | -4.3% | 16.8% | 0.4%
Clc1ccc(-c2nnc(SCc3nc4ccccc4s3)o2)cc1 | i | 1.6 | -0.4% | 7.2 | 86 | -3.6% | 3.0% | 5.7% | 8.1% | -3.5% | -3.7%
COc1ccccc1N(CC(=O)NC1CCCCC1)C(=O)c1csnn1 | i | 0.6 | -0.3% | -0.1 | 90 | 0.5% | 5.5% | -6.2% | 3.8% | -10.1% | -7.6%
COc1cccc(N2CC(O)Cn3c2nc2c3c(=O)n(CCCc3ccccc3)c(=O)n2C)c1 (centres undefined) | i | 0.7 | -1.5% | -0.6 | 52 | -1.7% | 1.7% | 4.4% | 4.8% | 1.1% | -0.8%
S=c1nccc(-c2ccc3c(c2)CCO3)[nH]1 | i | 0.5 | -1.6% | -0.9 | 55 | 11.7% | 5.6% | -1.1% | -6.1% | -0.4% | 1.0%
COc1cc(/C=C/c2cccc[n+]2C)ccc1OCC(=O)Nc1ccccc1 | i | 3.1 | -0.7% | 0.8 | 53 | -4.7% | 7.1% | -4.4% | -5.2% | 5.8% | -0.7%
CCC(=O)Nc1cccc(C2=NOC3(C2)C[C@@H](C(N)=O)N(C(=O)c2ccc(OC)cc2)C3)c1 (some centres undefined) | i | 1.2 | -0.5% | 8.3 | 87 | 1.4% | 7.5% | 7.5% | -5.4% | -5.5% | -3.3%
CC(C)c1ccc(CNc2ncc(Br)cn2)cc1 | i | 0.2 | 0.1% | -0.2 | 46 | -1.9% | . | -10.3% | 15.2% | -0.2% | -12.0%
O=C(c1ccc2c(=O)n3c(nc2c1)CCCCC3)N1CCN(c2ccc(F)cc2)CC1 | i | 0.6 | -1.3% | 0.9 | 63 | 13.4% | 6.4% | 4.3% | 9.7% | -5.3% | -1.1%
CC(C)Cc1nnc(NC(=O)C23CC4CC(CC(C4)C2)C3)s1 | i | 0.3 | 0.0% | 9.4 | 55 | 0.6% | -1.1% | -6.4% | 6.5% | -3.9% | 4.7%
COc1cccc(NC(=O)C(=O)NCCCn2ccnc2)c1 | i | 0.3 | -2.6% | 0.1 | 64 | 2.7% | -3.8% | 1.6% | 20.9% | 7.7% | -7.6%
COC(=O)[C@@H]1C[C@@]2(O)[C@H](O)[C@H](O)[C@H](O)C[C@H]2N1CC1CC1 | i | 0.8 | -0.3% | -5.4 | 98 | -1.7% | 8.2% | -3.1% | -5.1% | 0.2% | -8.7%
CC1(CCc2ccccc2)NC(=O)N(CC(=O)O)C1=O (centres undefined) | i | 0.5 | 1.3% | -0.8 | 54 | -4.5% | -1.7% | 1.6% | 8.6% | 2.5% | -13.2%
COc1ccc(C(=O)NCc2nnc(SCC(=O)c3ccccc3)n2C)cc1 | i | 0.6 | 2.3% | 4.1 | 59 | 7.1% | 7.4% | 2.2% | -5.0% | -4.1% | -4.5%
COc1cccc(/C=N/NC(=S)NC2CC3CCC2C3)c1OC (centres undefined) | i | 0.8 | -1.4% | 3.7 | 52 | 0.5% | -1.4% | -0.7% | -12.9% | 0.3% | -1.2%
CC(OC(=O)c1cccnc1SCc1cc(=O)n2ccccc2n1)c1ccccn1 (centres undefined) | i | 2.5 | -1.4% | -0.1 | 54 | -0.7% | 11.8% | 31.1% | -1.8% | -1.8% | -7.7%
COc1ccccc1C(=O)NCCC(=O)N(Cc1ccco1)Cc1cccs1 | i | 1.2 | 0.0% | 0.8 | 52 | 4.7% | 8.7% | 18.7% | 6.0% | 5.8% | -6.2%
CCOc1ccc(N(CC(=O)NC(C(C)C)C(C)C)S(=O)(=O)c2ccc(OC)c(OC)c2)cc1 | i | 0.2 | -0.6% | 2.3 | 28 | 5.2% | 7.0% | 3.7% | -11.7% | -1.2% | 0.0%
COc1ccc2c3c([nH]c2c1)[C@H]1C[C@H]2[C@H](C[C@@H](O)[C@H](OC)[C@H]2C(=O)O)CN1CC3 | i | 2.2 | . | 3.4 | 40 | . | 5.1% | . | . | -8.3% | .

One compound at a time, from the list above. Values in the order: Myeloid diff 2 | Myeloid diff 2 GFP+ MAC1+ % | HIV fusion peptide | NTR1 ag | NTR1 ag cell count 20 µM | Siah-1 displacement | Rac1 GTP hydrolysis | GPR55 LPI antagonism | GPR35 arrestin U2OS | PhoP inhibition | LYP phosphatase
`COc1ccccc1N(CC(=O)NC1CCCCC1)C(=O)c1csnn1` reads i | 0.6 | -0.3% | -0.1 | 90 | 0.5% | 5.5% | -6.2% | 3.8% | -10.1% | -7.6%
`CC(C)Cc1nnc(NC(=O)C23CC4CC(CC(C4)C2)C3)s1` reads i | 0.3 | 0.0% | 9.4 | 55 | 0.6% | -1.1% | -6.4% | 6.5% | -3.9% | 4.7%

Later entries:
SMILES | Myeloid diff 2 | Myeloid diff 2 GFP+ MAC1+ % | HIV fusion peptide | NTR1 ag | NTR1 ag cell count 20 µM | Siah-1 displacement | Rac1 GTP hydrolysis | GPR55 LPI antagonism | GPR35 arrestin U2OS | PhoP inhibition | LYP phosphatase
Cc1cccc(N=C2NC(=O)/C(=C/c3cn(C)c4ccccc34)S2)c1 | i | 0.4 | 5.1% | -1.3 | 43 | -4.7% | -9.2% | 2.5% | -10.5% | -7.3% | -0.3%
Cc1ccc(S(=O)(=O)N2CCC(C(=O)OCC(=O)N(CCC#N)c3ccc(F)cc3)CC2)cc1C | i | 1.2 | . | 2.0 | 61 | . | 8.1% | . | . | 0.4% | .
Cc1cc(C)c(C#N)c(SCC(=O)N(C)C2CCCCC2)n1 | i | 1.6 | -0.8% | 1.4 | 91 | 0.1% | 8.3% | 6.7% | -11.8% | -0.1% | -7.9%
CC1CC(C)CN(CCCNC(=O)CN2C(=O)c3cccnc3Oc3ccccc32)C1 (centres undefined) | i | 9.4 | 1.1% | 1.4 | 72 | -0.6% | -9.8% | 4.3% | 23.3% | -4.6% | -8.9%
NNC(=O)C(=O)/C=C1\NC2(CCCC2)Cc2ccccc21 | i | 1.2 | -4.2% | 0.9 | 45 | 1.1% | . | -5.0% | -5.5% | -3.4% | 0.9%
O=C(O)CNC(=S)N(Cc1ccccc1)Cc1ccccc1F | i | 0.3 | -1.7% | 1.2 | 29 | -0.1% | 1.7% | 10.1% | -6.6% | 1.7% | -5.6%
CNC(=S)N1CCN(S(=O)(=O)c2ccc3ccccc3c2)CC1 | i | 1.2 | -0.9% | -2.1 | 53 | -0.6% | 5.8% | 1.3% | 2.3% | 7.0% | -4.2%
CC(C)Cn1c(N)c(C(=O)COC(=O)c2cc(C(F)(F)F)nc3ccccc23)c(=O)n(C)c1=O | . | . | -0.1% | 31.6 | 95 | 3.7% | . | 17.7% | -8.3% | 5.2% | 0.3%
